# 14-3-3 Bad inh – inhibitors of 14-3-3 zeta/Bad binding, primary screen, biochemical, TR-FRET, bovine 14-3-3 zeta | inhibition, % at 21.7 µM | actives 0.71% (n = 220,000) | TR-FRET 14-3-3zeta/Dy647-pBad peptide displacement, 1 h | 14-3-3 protein zeta/delta (Bos taurus), P63103;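 active = inhibition above about 70%, limit read from the data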;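 note: 0% = full 14-3-3 plus peptide FRET controls and 100% = background without 14-3-3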
# L929 necroptosis – inhibitors of zVAD-triggered necroptosis, primary screen, L929 cells | L929 zVAD necroptosis rescue, ATP luminescence, 24 h; with zVAD 60 µM | viability rescue, % at 10 µM | actives 0.38% (n = 220,000) | AID 1377, 2008;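 active = activation, scaled between plate controls, above about 75%, limit read from the data; inactive = activation under that limit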;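 note: 0% = zVAD with DMSO and 100% = DMSO alone without zVAD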
# EBV gp42 block – Epstein-Barr virus gp42 inhibitors, primary screen, biochemical, uHTS, fluorescence polarization | inhibition, % (tested at 21.74 µM) | Glycoprotein 42 (Epstein-Barr virus (strain AG876)), Q1HVG2 | actives 0.42% (n = 220,000) | AID 1085, 2008 | Fluorescence polarization binding assay, mP read-out; in the data active = inhibition above about 50%
# Runt-CBFb FRET – inhibitors of RUNX1 Runt–CBFb binding, primary screen, biochemical, FRET, Cerulean-Runt, Venus-CBFb, uHTS; AID 1496, 2009; actives 0.46% (n = 220,000); inhibition, % at 20 µM; Cerulean-Runt/Venus-CBFb FRET ratio 530/480, 1 h;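 active = inhibition over about 50% at 20 µM in the single-dose screen, limit read from the data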;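 note: 0% = DMSO wells and 100% = excess unlabeled CBFb competitor control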
#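 Assay system: Cerulean-tagged RUNX1 Runt domain (FRET donor) fusion protein / Amount: 100 nM each of Venus-CBFb and Cerulean-Runt domain / Medium: Tris buffer pH 7.5 with salts and BSA / Also added: Venus-CBFb 100 nM / Schedule: 1 h complex formation plus 1 h compound treatment, room temperature / Signal: FRET fluorescence / Read-out: loss of energy transfer signal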
# Runt-SMMHC FRET – inhibitors of RUNX1 Runt–CBFb-SMMHC binding, primary screen, biochemical, FRET, Cerulean-Runt, Venus-CBFb-SMMHC, uHTS; inhibition, % at 20 µM; Runt-related transcription factor 1 (Homo sapiens) + Core-binding factor subunit beta …; actives 0.74% (n = 220,000); Cerulean-Runt/Venus-CBFb-SMMHC FRET ratio 530/480, 1 h; AID 1434, 2008;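 active = mean inhibition across duplicate retests at 20 µM reaching about 50%, limit read from the data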;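 note: 0% = DMSO wells and 100% = wells with excess untagged CBFb-SMMHC; inhibitors lower the FRET ratio by blocking Runt binding to CBFb-SMMHC; some results filed as inactive read as strong as hits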
# Tb hexokinase – Trypanosoma brucei hexokinase 1 inhibitors, primary screen, biochemical, G6PDH-coupled NADH absorbance, MLSCN library | hexokinase 1 [Trypanosoma brucei] | recombinant TbHK1, G6PDH-coupled NADH A340 | inhibition, % at 10 µM | actives 0.11% (n = 220,000);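 active = inhibition of 50% or more in the single-dose primary screen; inactive = inhibition below 50%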
# Hck-Nef inh – inhibitors of Nef-activated human Hck kinase, primary screen, biochemical, Z-Lyte FRET, 384-well, Hck-YEEI; Tyrosine-protein kinase HCK (Homo sapiens), P08631; Recombinant Hck-YEEI plus Nef, Z-Lyte FRET kinase assay; inhibition, % at 20 µM; actives 0.68% (n = 220,000);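 active = Hck-Nef kinase inhibition above about 50%, limit read from the data; inactive = inhibition below that limit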;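 note: 0% = DMSO with Hck plus Nef and 100% = Hck alone without Nef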
# Target sequence (P08631 whole entry, looked up): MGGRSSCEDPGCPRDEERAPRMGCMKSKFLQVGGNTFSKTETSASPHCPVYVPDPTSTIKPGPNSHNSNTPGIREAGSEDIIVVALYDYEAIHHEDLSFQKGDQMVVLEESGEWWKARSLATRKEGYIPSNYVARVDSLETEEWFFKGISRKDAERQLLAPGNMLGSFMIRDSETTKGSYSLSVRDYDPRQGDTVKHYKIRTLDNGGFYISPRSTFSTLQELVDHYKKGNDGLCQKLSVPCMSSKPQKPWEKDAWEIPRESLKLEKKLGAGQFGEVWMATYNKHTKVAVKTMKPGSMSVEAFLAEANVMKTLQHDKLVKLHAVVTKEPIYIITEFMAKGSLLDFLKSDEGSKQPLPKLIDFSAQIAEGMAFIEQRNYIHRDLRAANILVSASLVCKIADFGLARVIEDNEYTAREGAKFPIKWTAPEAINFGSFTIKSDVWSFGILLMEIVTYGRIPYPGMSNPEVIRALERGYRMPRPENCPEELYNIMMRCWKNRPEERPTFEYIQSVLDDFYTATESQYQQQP
# Mdm2 ligase inh – MDM2-luciferase reporter signal enhancers, primary screen, MDM2 E3 ligase inhibitor project, cell-based, luminescence, 1536-well | cell-based MDM2 ubiquitination luciferase reporter, 2 h; 0 = plate control, 100 = twice control, blank-subtracted | signal enhancement, % at 5 µM | actives 0.11% (n = 210,000) | AID 1230, 2008;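 active = signal enhancement of 30% or more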;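 note: luminescence tracks abundance of the self-degrading MDM2-luciferase fusion protein; higher signal means inhibition of MDM2 E3 ligase activity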
# Target sequence (Q00987 whole entry, looked up, the tested form may be a part): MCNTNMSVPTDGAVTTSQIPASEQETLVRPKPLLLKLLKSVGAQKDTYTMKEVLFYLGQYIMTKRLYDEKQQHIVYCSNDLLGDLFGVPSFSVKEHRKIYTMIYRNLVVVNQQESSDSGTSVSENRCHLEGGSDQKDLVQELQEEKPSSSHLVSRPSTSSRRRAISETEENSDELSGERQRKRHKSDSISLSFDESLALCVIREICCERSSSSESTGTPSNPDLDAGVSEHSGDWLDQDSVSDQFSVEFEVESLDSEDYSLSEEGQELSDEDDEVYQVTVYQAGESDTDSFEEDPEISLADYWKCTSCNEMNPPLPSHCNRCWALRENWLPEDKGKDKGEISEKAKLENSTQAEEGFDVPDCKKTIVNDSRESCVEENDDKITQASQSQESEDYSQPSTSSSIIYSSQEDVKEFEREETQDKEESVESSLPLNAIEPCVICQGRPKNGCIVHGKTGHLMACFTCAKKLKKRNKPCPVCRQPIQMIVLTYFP
#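 Test system: mammalian cells stably expressing self-ubiquitinating, self-degrading MDM2 E3–luciferase fusion; Amount: 2000 cells in each well; Medium: DMEM; Schedule: 4 h settle plus 2 h compound, 37 °C; Technique: SteadyLite luciferase luminescence after 15 min room-temperature reagent incubation; Benchmarks: plate control and blank wells.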
# NCF1 inh – p47phox/p22phox peptide binding inhibitors, primary screen, biochemical, uHTS, NADPH oxidase regulatory subunit. Neutrophil cytosol factor 1 (Homo sapiens), P14598. fluorescence polarization, 2 h. inhibition, % at 24.7 µM. actives 0.53% (n = 220,000);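 active = inhibition above about 30%, limit read from the data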;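 note: 0% = p47phox with labelled peptide and 100% = labelled peptide alone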
# The depositor's hits bear a star; x = not tested or not shown; & = joins results of further samples; [ ] = dose if it differs, or a comment.
# Results follow in this order: 14-3-3 Bad inh, L929 necroptosis, EBV gp42 block, Runt-CBFb FRET, Runt-SMMHC FRET, Tb hexokinase, Hck-Nef inh, Mdm2 ligase inh, NCF1 inh
- CC(C(=O)Nc1ccc2nccnc2c1)N1C(=O)C2C3C=CC(C3)C2C1=O (configuration not stated)
  4, 8.1, -10, 0, 2, -16, 20, -15, -20
- Fc1ccc(NC(=S)Nc2cc(Cl)ccc2Cl)cc1
  -9, -0.6, -15, 4, -2, 2, 21, -2, -9
- CCOc1ccc(CN2CCN(C(=O)c3cccc(F)c3)CC2)cc1
  72*, -0.3, -16, 0, 4, 0, 7, -2, 0
- COc1cccc(NC(=O)CSCC(=O)O)c1
  -2, 0.3, -10, 2, 0, -1, 1, -33, -14
- CCCCCn1c(SCc2cccc(C)c2)nc2c1c(=O)[nH]c(=O)n2C
  5, -1.1, -12, -4, -2, -2, 32, -1, 0
- COc1ccc(CCNC(=O)/C=C/C(=O)O)cc1
  3, 1.7, 0, 0, -1, 1, 16, -7, 4
- CCS(=O)(=O)N1CCN(c2ccc(Cl)cc2[N+](=O)[O-])CC1
  -3, 0.4, 9, 0, 3, 5, -3, -7, 0
- Cc1ccc(OC(=O)c2cc(=O)c3ccccc3o2)cc1
  -9, -0.1, -15, 0, 0, 21, 1, -1, -14
- C=CCNC(=O)/C(=C\c1ccc(Br)cc1)NC(=O)c1ccccc1OC
  -7, 0.1, 5, -2, 2, -7, 2, -1, -3
- CCNC(=S)NNC(=O)c1ccccc1Cl
  -5, -0.2, -6, -4, -1, 39, -2, -7, -11
- O=C(Cn1nc(-c2ccc(Cl)cc2)c2ccccc2c1=O)Nc1cccnc1
  10, -0.4, 4, 1, -3, -9, -1, -6, -9
- COc1ccc(NC(=O)c2cccnc2NCCc2ccccc2)cc1
  8[fluorescence artefact?], -0.5, -11, -1, -4, -1, 0, -7, -6
- Cc1cccn2cc(CCNC(=O)c3ccc(Br)o3)nc12
  7, 0.6, -2, -3, -1, -5, 2, -7, -17
- COC(=O)c1ccccc1S(=O)(=O)C(C)(C)C
  2, -0.1, -2, -1, -2, 1, 11, 0, -4
- Cc1ccc(Cc2cnc(NC(=O)C3CCCO3)s2)cc1 (configuration not stated)
  -9, -0.4, -23, -2, -2, 5, 0, -19, -10
- COc1cccc(CSc2nc3cc4c(cc3cc2C)OCCO4)c1
  -26, -0.6, -7, -1, 2, 13, 1, -5, -18
- COc1ccc(OC)c(NC(=O)COC(=O)CNC(=O)c2ccc(OC)c(OC)c2)c1
  10, -1.1, -7, 0, -2, -6, 0, -13, -5
- CCc1nnc(SCc2ccc(OC(C)C)cc2)n1N
  -4, 0.0, -16, -1, -1, 6, 0, -13, -7
- CCOC(=O)N1CCN(C(=O)CCn2c(=S)[nH]c3ccsc3c2=O)CC1
  -14, 0.3, 9, 0, 5, -14, 29, -8, 13
- Cc1ccc(C)c(OCc2ccc(C(=O)N3N=C(C(F)F)CC3(O)C(F)F)o2)c1 (configuration not stated)
  -16, 0.2, -8, -2, -3, 4, -10, -3, -15
- Cc1cc(C(=O)Nc2nnc(C3CCCCC3)s2)no1
  0, 0.6, -7, 2, -2, -1, 8, -1, -10
- Cc1ccnn1CCC(=O)N1CCCC(CCC(=O)N2CCN(c3ccccn3)CC2)C1 (configuration not stated)
  -19, -1.1, -7, 0, 0, -4, -1, 3, 14
- Cc1cccc(C(=O)NC(=S)Nc2ccc(S(=O)(=O)N(C)c3ccccc3)cc2)c1
  -26, -0.5, 1, 5, 7, -18, -1, -3, -4
- COc1ccc(CN(CCC(c2ccccc2)c2ccco2)C(=O)c2ccco2)cc1 (configuration not stated)
  -1, 0.1, -27, 6, 3, 5, 7, 13, -57
- O=C(NCc1c(F)cccc1F)c1cc(COc2c(F)cccc2F)on1
  -8, 0.7, 5, 3, 4, 6, 23, -5, 1
- CCc1nc(SCC(=O)N2CCN(C(=O)c3ccco3)CC2)c2c3c(sc2n1)CCCC3
  -7, -0.3, -2, -13, -1, -5, -6, 1, -4
- COc1ccccc1NC(=S)NCCSc1ccc(C)cc1
  6, 0.4, 1, 1, 2, 7, 1, -11, -16
- CCN(CCNC(=O)C1CCC(=O)N1Cc1ccc(C)cc1)c1ccccc1 (configuration not stated)
  -8, 0.0, -35, -3, 0, 0, 25, -9, -16
- O=C(CSCc1ccc(Cl)cc1)N/N=C/c1ccc(OCC(=O)Nc2ccccc2)cc1
  3, 0.6, -4, 0, -2, 5, 4, -16, 1
- Cn1c2c(c(=O)n(C)c1=O)C(C(F)(F)F)(C(F)(F)F)N=C(C1CCCCC1)N2
  2, 0.8, 13, -2, 2, 30, 1, -18, 1
- Cc1ccc(N=Nc2c(N)[nH]n3c(=O)c4c(nc23)CCCC4)cc1
  -18, -0.1, -5, -7, -14, 8, 1, 5, -23
- Cc1ccc(C(=O)c2ccc([N+](=O)[O-])cc2)cc1
  0, 0.0, 8, 0, -4, 2, 2, -20, -24
- CCC(C)NC(=O)C1c2cc(OC)c(OC)cc2C(=O)N(C)C1c1cccs1 (configuration not stated)
  -3, -0.3, -2, 1, -1, 0, 1, -11, -9
- CCOC(=O)c1cc(NC(=O)CSc2nnc(CN3CCOCC3)n2C)ccc1Cl
  6[fluorescence artefact?], 0.5, -17, x, x, -1, 0, 11, -18
- CCC(=O)c1c(NC(CC)CO)cc(C)oc1=O (configuration not stated)
  -6, 1.1, -6, 0, -1, 2, -7, -2, 2
- COC(=O)c1nn(-c2ccc(OC)cc2)c(=O)cc1Oc1ccccc1
  -2, -0.1, 1, 1, 1, -6, 1, -7, -6
- COc1ccc(C[C@@H]2CN3C(=NC[C@@H]3C)N2C[C@H](C)NC(=O)CCC2CCCCC2)cc1
  1, -1.2, -6, 2, -2, 8, -5, x, -11
- Cn1c(=O)c(/C(N)=N/OC(=O)c2ccccc2)cn(-c2ccccc2)c1=O
  0, 1.1, -1, 3, -2, 1, 15, -18, -6
- CCOC(=O)C(C)Oc1ccc(=O)n(-c2ccccc2)n1 (configuration not stated)
  -6, -0.2, -12, 0, 5, -4, 1, 10, -4
- CCOC(=O)C1=C(CNCc2ccccc2Cl)NC(=O)NC1c1cccc([N+](=O)[O-])c1 (configuration not stated)
  -6, 2.8, 9, -1, 1, 1, 15, -15, -1
- COc1cc(C2C=C(c3cccs3)Nc3ncnn32)cc(OC)c1OC (configuration not stated)
  -24, 4.2, 105*, 20, 93*, -20, 5, -24, -10
- COc1ccc(CN(C(=O)c2cccs2)c2ccccc2C(=O)O)cc1
  4, 0.6, -9, 0, -2, -10, 15, -16, -17
- O=C(CSc1nccc(=O)[nH]1)NCc1ccc(Cl)cc1
  5, 0.2, -9, 1, 2, -7, 13, x, x
- CN1C(=S)SC2CS(=O)(=O)CC21 (configuration not stated)
  4, 0.3, -23, 1, 0, -2, 16, -12, -8
- COc1ccc(NCC(=O)Nc2cc(S(=O)(=O)N3CCOCC3)ccc2N2CCOCC2)c(OC)c1
  -1, -0.4, -21, 3, 0, -2, -19, -6, -10
- O=C1CN(C(=O)CNC(=O)c2ccccc2Cl)c2ccccc2N1
  -11, 0.9, 8, 2, -4, 2, 7, -32, -13
- COc1ccc(CCNC(=O)CCn2cccc2)cc1OC
  -2[fluorescence artefact?], 1.0, -11, -2, 1, 41, 1, -18, -10
- Cc1ccc2c(c1)-c1nc3ccccc3cc1C2=NC1CCCCC1
  3[fluorescence artefact?], 1.8, 4, -5, 0, -10, -3, -10, 0
- COCCNCCCOc1ccc(Cl)cc1Br
  51, 0.5, -14, -1, 3, 4, 18, -4, -3
- CCn1nnnc1SCC(=O)c1ccc(NC(C)=O)cc1
  10, 1.5, -5, 0, -31, -1, 3, -10, -12

# Carrying on:
# Results follow in this order: 14-3-3 Bad inh, L929 necroptosis, EBV gp42 block, Runt-CBFb FRET, Runt-SMMHC FRET, Tb hexokinase, Hck-Nef inh, Mdm2 ligase inh, NCF1 inh
- Cc1cc(NC(=O)CSc2ccc3nnc(-c4cccc(F)c4)n3n2)no1
  -4, -0.1, -24, 0, 0, 1, 1, -16, 9
- O=C(Nc1nnc(-c2ccccc2)s1)c1cc(S(=O)(=O)N2CCOCC2)c(Cl)cc1Cl
  -3[fluorescence artefact?], 0.7, 12, -2, -1, -14, 0, -18, -16
- CN1CCC(=O)N(CCSc2ccc(Br)cc2)CC1
  1, 0.1, -30, 2, -2, -1, 20, 9, 4
- O=C(Nc1cccc(NS(=O)(=O)c2ccc(S(=O)(=O)NC3CC3)cc2)c1)c1ccccn1
  3, 0.5, -6, -1, -1, -3, -2, -2, -19
- CCOc1ccc(NC(=O)CN(C)CC(=O)Nc2ccc(F)c(F)c2F)cc1OCC
  -13, 2.2, -18, -2, 1, -2, 14, 10, -8
- CC(C(=O)N1CCCC1)N1CCN(c2ccccc2O)CC1 (configuration not stated)
  1, 0.0, -8, 0, 2, 4, 24, 10, -4
- COC(=O)c1ccc(-n2c(C)cc(C(=O)CCl)c2C)cc1
  -8, -2.6, -15, -2, 1, 5, 30, -7, -4
- COc1ccc(C(=O)NC2=NCCS2)cc1S(=O)(=O)N1CCCCC1C (configuration not stated)
  -2, 1.0, -1, -1, -6, 0, 27, -18, -4
- O=c1c2ccccc2nnn1COc1ccc(Cl)cc1Br
  -6, 0.7, -14, 1, -2, 2, -4, -1, 1
- CC(C)=CCN1CCN(Cc2ccoc2)CC1CCO (configuration not stated)
  -2, -0.2, 5, 2, -4, 2, -10, -16, -8
- Cc1[nH]c2ccc(F)cc2c(=O)c1SC(F)(F)C(F)C(F)(F)F (configuration not stated)
  12, -0.6, -9, 4, 0, -8, 2, -11, 8
- COc1ccc2[nH]c(C(=O)O)c(NS(=O)(=O)c3ccc(Cl)s3)c2c1
  8, 2.0, -4, -3, 2, -6, 0, 0, -10
- CC(C)C[C@H](NC(=O)c1nc[nH]c1C(=O)N1CCN(c2ccccc2)CC1)C(=O)OC(C)(C)C
  -10, 0.0, -7, -3, 3, -1, 29, 26, -13
- CC(C)OC(=O)C1C2C=CC3(CN(CC4CCCO4)C(=O)C13)O2 (configuration not stated)
  3&-1, -0.5, -19&0, 2, 3, 6, 10, 0, -8&-4
- CCc1ccc(NC(=O)Nc2c(C)n(C)n(-c3ccccc3)c2=O)cc1
  -1, -0.1, -4, -3, 1, -3, 16, -1, 4
- COc1ccc(S(=O)(=O)Nc2ccccc2C(=O)NCc2ccco2)cc1
  12, 1.2, -18, -1, 0, -2, -1, -11, -3
- O=S1(=O)CCC(N=Nc2c(O)n(Cc3ccccc3)c3ccccc23)C1 (configuration not stated)
  0, -0.9, -8, 0, -4, -22, 17, -62, -15
